NR2E3 ag-1 = NR2E3 agonists in two-hybrid cells, primary screen, cell-based, luminescence, CHO-S, Gal4-NCOR/VP16-NR2E3; AID 602229, 2012; inhibition of corepressor binding, % at 3.98 µM; actives 0.35% (n = 360,000); luciferase;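 active = inhibition above the mean of all tested compounds plus 3 SD, cut at about 70% in these data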;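 also: 0% = DMSO with NR2E3 transfected cells and 100% = cells lacking NR2E3 construct; higher means lower luciferase signal from less NR2E3 corepressor binding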
Target sequence (Q9Y5X4 whole entry, looked up, the tested form may be a part): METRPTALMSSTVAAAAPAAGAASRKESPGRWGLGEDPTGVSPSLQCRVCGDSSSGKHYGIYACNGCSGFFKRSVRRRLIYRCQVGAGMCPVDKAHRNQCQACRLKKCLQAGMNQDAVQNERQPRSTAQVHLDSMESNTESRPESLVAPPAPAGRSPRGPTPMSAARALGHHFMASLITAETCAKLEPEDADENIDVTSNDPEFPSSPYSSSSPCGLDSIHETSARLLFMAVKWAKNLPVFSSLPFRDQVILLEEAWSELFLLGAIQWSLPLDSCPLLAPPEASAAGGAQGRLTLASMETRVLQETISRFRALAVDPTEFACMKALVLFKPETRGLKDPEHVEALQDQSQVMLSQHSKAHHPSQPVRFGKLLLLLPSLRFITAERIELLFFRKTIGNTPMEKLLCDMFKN
Shn3 inh set2 = reduction of Shn3 3'UTR firefly luciferase signal, primary screen, Schnurri-3 inhibitor project, cell-based, Clone20 osteoblasts, set 2; Clone20 osteoblast Shn3 3'UTR firefly luciferase, 24 h; inhibition, % at 12.5 µM; actives 0.52% (n = 360,000); AID 588674, 2011;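 active = mean inhibition of at least 75% with every replicate also reaching 75%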;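 also: 0% = median of neutral control wells and 100% = pilot-screen positive control compound; some compounds past the cut are filed as inactive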
NR2E3 ag-2 = inhibitors of NR2E3-RetCOR corepressor binding, primary screen, NR2E3 agonist project, biochemical, TR-FRET, GST-NR2E3, biotin-RetCOR | AID 2300, 2010 | Photoreceptor-specific nuclear receptor (Homo sapiens), Q9Y5X4 | actives 0.12% (n = 320,000) | inhibition of corepressor binding, % at 4.78 µM | 1536-well;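 active = percent inhibition above the cutoff of mean plus 3 SD of all tested compounds, set per screening campaign, cut at about 20% in these data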;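 also: 0% = DMSO wells and 100% = biotin wells as full block of FRET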
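System: GST-NR2E3 and biotin-RetCOR proteins; probe or stimulus: 7 nM biotin-RetCOR; doses: compound at 4.8 µM, single dose; schedule: Compound–protein incubation for 5 h at 4 °C; detection: time-resolved FRET; read-out: percent inhibition; controls: biotin wells as high control, 0.6% DMSO wells as low control; format: 1536-well plates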
KKLEB cytotox = cytotoxicity in KKLEB CF airway cells, primary screen, cytotoxicity control for CF NF-kB inhibitor project, cell-based, uHTS, fluorescence assay plates. KKLEB CF airway cells viability, ATPlite luminescence, overnight; active compounds read low; cells stimulated with P. aeruginosa culture filtrate. activity change (cytotoxicity), % at 5 µM. actives 0.36% (n = 360,000). AID 602141, 2011;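 active = corrected activity change at or below -50% at 5 µM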
Peg3 prom inh = Peg3 promoter-driven luciferase inhibitors, primary screen, cell-based, HeLa, luciferase luminescence; HeLa PEG-Prom luciferase reporter, overnight; inhibition, % at 20 µM; actives 1.7% (n = 360,000); AID 588405, 2011;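 active = inhibition of at least 50% at 20 µM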
TRPM1 prom inh = inhibitors of MITF-dependent TRPM1 promoter reporter, primary screen, cell-based, SK-MEL-5, single point, luciferase. AID 488899, 2010. inhibition, % at 12.5 µM. actives 0.83% (n = 330,000). SK-MEL-5 TRPM1 promoter luciferase, 24 h;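 active = mean inhibition across replicates of 60% or more, whatever share of single replicates reaches that level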; also: values of inactives mirror those of a sister screen read the other way
TWEAK-Fn14 inh = inhibitors of TWEAK-Fn14 signaling, primary screen, luciferase reporter cells, uHTS; TWEAK-stimulated Fn14 reporter cells, luciferase luminescence, 8 h; inhibition, % at 10 µM; actives 2% (n = 360,000); AID 1159606, 2016; in the data active = inhibition above about 50%
iPSC survival up = enhancers of single-cell hiPSC survival, primary screen, ATPlite luminescence; survival enhancement, % at 20 µM; actives 0.044% (n = 360,000); AID 602274, 2012; 100% = ROCK inhibitor wells, 0% = DMSO; in the data active = survival enhancement above about 18%;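 also: cells exposed to compounds for 16 hours before the ATP read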
HIF-2a block = HIF-2a reporter inhibitors, primary screen, luminescence, 786-0 RCC cells. inhibition, % at 18.8 µM. 786-0 RCC cells HIF-2a reporter, luciferase luminescence, overnight. actives 0.72% (n = 360,000);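 active = inhibition of the luminescence signal of 40% or more relative to plate controls, in a single-dose primary screen at 18.75 µM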
CF NFkB inh = inhibitors of PAF-induced NF-kB signaling, primary screen, cell-based, GFP fluorescence, uHTS; KKLEB NF-kB-GFP reporter, GFP fluorescence overnight; inhibition, % at 5 µM; actives 0.86% (n = 360,000);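 active = at least 50% inhibition at 5 µM, scaled per plate between neutral and stimulator controls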;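 also: PAF is a Pseudomonas aeruginosa culture filtrate used as stimulus; plate controls were PAF-stimulated DMSO wells for no effect and unstimulated DMSO wells for full effect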
aDG glyco act = activators of alpha-DG glycosylation, primary screen, uHTS, Pro5-aDG cells, AlphaScreen. alpha-DG glycosylation AlphaScreen (IIH6); 0% Pro5, 100% B10-LARGE cell signal. activation, % at 10 µM. actives 0.22% (n = 360,000);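 active = activation of at least 8% versus controls, or a plate z-score of at least 8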;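 also: Pro5 are CHO cells carrying HIG-tagged alpha-DG that lacks glycosylation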
* = called active by the depositor; nt = no result given.

SMILES	NR2E3 ag-1	Shn3 inh set2	NR2E3 ag-2	KKLEB cytotox	Peg3 prom inh	TRPM1 prom inh	TWEAK-Fn14 inh	iPSC survival up	HIF-2a block	CF NFkB inh	aDG glyco act
O=C(c1ccc[nH]1)N1O[C@@H]2C=C[C@H]1C2	-23	-20	nt	14	-6	0	14	-0.2	13	-5	0.2
Cc1cc(C)cc(OCC(=O)N(C)CC(=O)Nc2ccc(N3CCOCC3)cc2)c1	-15	-11	nt	-20	19	11	9	-0.1	3	21	0.1
Fc1ccc(NC(=S)NCc2ccccn2)cc1	-14	-5	2	4	-105	-3	-24	-0.3	-97	-13	-0.1
CC(C)(C)C(=O)CSc1ncnc2c1cnn2Cc1ccccc1	-6	25	2	-10	-33	0	10	-0.4	-29	5	0.2
O=C(CCn1nnc2ccccc21)Nc1nnc(Cc2ccccc2)s1	6	12	-1	6	-5	-6	-10	-0.1	14	9	0.4
O=C(c1ccc(C(F)(F)F)cc1)C1CCCN(C(=O)CN2CCCC2=O)C1 (stereo not given)	-23	-15	4	-1	-36	-30	0	1.5	-86	10	0.0
CN(CCCC1CCCC1)C(=O)c1cc(COc2c(F)cccc2F)on1	-1	-3	-2	-7	16	1	13	-0.1	-1	21	0.4
O=C(Cc1ccc([N+](=O)[O-])cc1)NCc1ccccc1Cl	-9	-9	-3	5	-22	2	-16	4.9	7	-24	0.2
O=C(COC(=O)c1cc(S(=O)(=O)N2CCOCC2)ccc1F)Nc1ccc2c(c1)OCO2	-13	-23	nt	14	-12	-2	-1	-1.0	2	-2	-0.3
CCCS(=O)(=O)NC(=O)C1(C)CCN(C(=O)c2ccc(F)cc2Cl)C1 (stereo not given)	-57	-8	nt	6	2	nt	20	-0.6	7	-3	0.0
O=C1CCCN1C(=O)CSc1ccc2ccccc2n1	-25	3	3	4	-12	4	-6	-0.7	-7	-11	-0.2
COc1cccc(C(=O)NNC(=O)c2sccc2-n2cccc2)c1	-4	-4	5	2	-4	1	12	-0.2	5	8	-0.3
Cc1ccc(C)c(N2CC(=O)N(c3cc(C)ccc3C)CC2=O)c1	-17	9	1	8	8	8	-2	2.8	18	5	-0.1
COn1c(-c2ccc(Cl)cc2)nc2ccc(Cl)cc21	-39	-29	0	7	-170	-23	6	-1.0	-257	-24	0.2
O=C(CCCOc1ccccc1)N1CCN(S(=O)(=O)c2ccc(Cl)cc2)CC1	10	-4	-1	-4	0	0	6	-0.1	-3	22	0.0
COCCCNC(=O)CSc1nc2ccccc2c(=O)n1CCCC(=O)NCC1CCCO1 (stereo not given)	-6	3	1	10	10	-2	5	-1.8	4	-3	0.0
CC(C)(C)c1ccc(C(=O)Nc2ccc(S(=O)(=O)Nc3cnc4ccccc4n3)cc2)cc1	-26	6	1	-1	-13	-20	-16	0.5	-7	-29	0.2
c1ccc(-c2c(-c3ccccc3)n(Cc3ccco3)c3ncnc(NCCCn4ccnc4)c23)cc1	-19	38	-4	-6	37	6	-3	-3.4	49*	22	1.3
Cc1cc(C)cc(NC(=O)CCc2c(C)nn(-c3ccc(N4CCCCC4)nn3)c2C)c1	-52	-93	2	-4	-180	-76	-18	0.8	-238	11	0.0
CCOc1ccc(Nc2cc(=O)oc3ccccc23)cc1	17	-11	-5	-10	-19	-7	17	-0.7	-51	20	0.3
Nc1cc(N)nc(SCC(=O)N2CCN(S(=O)(=O)c3ccccc3)CC2)n1	-1	-55	-2	-5	8	-1	6	-0.1	13	-1	-0.1
COc1cc(O)c(C(CC(=O)N2CCCCC2)c2ccc3c(c2)OCO3)c(OC)c1 (stereo not given)	-15	-16	2	-2	-50	-3	2	-0.8	7	-11	0.0
CCN(CC(=O)NCc1cccs1)S(=O)(=O)c1ccc(C(C)C)cc1	-9	0	2	5	-3	4	2	-3.1	0	-4	0.1
COc1ccc(-c2nnn(-c3cc(Cl)cc(Cl)c3)c2N)cc1	-13	-9	0	-4	-45	-17	-3	-0.3	-81	7	0.2
O=c1c(O)c(-c2cc(O)c(O)c(O)c2)oc2cc(O)cc(O)c12	-26	-15	-1	8	9	3	28	3.1	-3	19	0.3
Further entries follow.
SMILES	NR2E3 ag-1	Shn3 inh set2	NR2E3 ag-2	KKLEB cytotox	Peg3 prom inh	TRPM1 prom inh	TWEAK-Fn14 inh	iPSC survival up	HIF-2a block	CF NFkB inh	aDG glyco act
CN(CC(=O)Nc1ccccc1C(F)(F)F)C(=O)CCc1nc2sc3c(c2c(=O)[nH]1)CCCC3	2	3	4	10	10	4	-19	0.3	7	15	0.6
CNC(=O)c1ccc(NC(=O)CC23CC4CC(CC(C4)C2)C3)cc1	-12	12	7	1	24	3	3	0.0	6	10	-0.2
CCC(C(=O)NC1CCCCC1)N(CC1CCCO1)C(=O)CNS(=O)(=O)c1ccc(OC)cc1 (stereo not given)	-1	-8	nt	-1	0	-1	-7	1.7	6	14	0.0
COc1ccc(CCC(=O)Nc2cc(Cl)ccc2OC)cc1	-5	1	2	1	16	8	1	5.0	-2	9	0.4
CNC(=O)NC(=O)COC(=O)CCCOc1ccc(OC)cc1	-16	5	0	5	-1	7	-10	-1.5	13	-17	-0.1
COC(=O)c1sccc1NC(=S)N1CC(C)CC(C)C1 (stereo not given)	-19	10	0	2	17	7	-3	3.2	11	-14	0.2
CCOC(=O)c1ccc(N=c2sc(C(=O)OC)cc(=O)n2Cc2ccc3c(c2)OCO3)cc1	1	33	3	-15	32	17	31	6.3	12	28	-0.7
CCOc1ccc(NC(=O)COC(=O)c2cc([N+](=O)[O-])ccc2N2CCOCC2)cc1	-9	-3	2	-4	0	-2	-4	-0.3	-3	-13	-0.2
CCc1cccc(C)c1NC(=O)CC(C)(C)CC(=O)O	-18	-16	-2	-2	6	6	0	-0.5	3	-2	-0.1
CCOC(=O)C1CCCN(C(=O)c2cc3c(C)nc4ccccc4c3o2)C1 (stereo not given)	-2	26	2	3	21	0	18	-1.3	24	-8	0.5
CCOc1ccc(N(CC)C(=O)CCS(=O)(=O)c2cccc3nonc23)cc1	-12	-12	-3	6	19	-1	0	-0.7	-7	-12	0.1
CC(C(=O)Nc1ccccc1)C(=O)Nc1ccccc1	33	15	1	4	16	-5	7	0.1	17	-12	-0.1
COc1ccc(NC(=O)COC(=O)CNC(=O)c2cc(OC)c(OC)c(OC)c2)cc1	-23	16	-2	6	6	10	0	-2.7	13	-9	-0.1
Cc1ccnc(N2C(=O)c3ccccc3C2O)c1 (stereo not given)	-109	-52	-2	11	-116	-12	43	-1.2	-146	2	0.5
Cc1c(CN(C)C(=O)c2nn(C)cc2[N+](=O)[O-])cnn1C	10	0	0	8	0	-10	-10	0.3	15	-3	-0.2
CCc1nnc(N/N=C/c2c(F)cccc2Cl)n1N	-24	-9	0	0	-8	-10	-9	-0.3	-8	13	2.1
CCOC(=O)C1(CC)NC(c2ccco2)C2C(=O)N(C)C(=O)C21 (stereo not given)	-2	5	3	2	5	1	-9	-2.0	11	0	0.0
COc1ccc(C(O)c2ncc(-c3ccccc3)[nH]2)cc1F (stereo not given)	-9	6	nt	12	-6	nt	0	2.7	-12	-9	-0.1
O=C(C[n+]1cccc(Br)c1)c1cccs1	0	-5	4	0	11	19	-21	-0.6	15	-11	0.4
Cc1ccccc1-c1nc(NC(C)C)nc2cc(-c3ccccc3)sc12	0	14	nt	-4	7	nt	-4	9.1	1	20	0.1
Cc1cc(C)c2c(-n3cccc3)nn(C)c2n1	-29	-7	5	1	4	3	7	-1.9	14	4	-0.2
COC(=O)c1c(-c2c(Cl)cccc2Cl)noc1C(=O)NN	-9	-1	-4	-2	10	3	-11	-0.3	19	-7	0.4
CCN(CC)S(=O)(=O)c1ccc(N2CCCC2)c(C(=O)OCC(=O)/C(C#N)=C(\C)N)c1	-19	7	2	2	29	-7	-17	-0.8	22	2	-0.3
COc1ccc(CCN2CNc3c(c(=O)n(C)c(=O)n3C)C2)cc1OC	-9	-5	1	7	10	-1	-2	0.7	11	-2	-0.2
O=C(/C=C/c1ccccc1)NCCc1nc2ccccc2[nH]1	-34	8	-3	-7	-11	10	12	0.0	9	-2	0.4

Individual results from the results shown:
`CCOC(=O)C1(CC)NC(c2ccco2)C2C(=O)N(C)C(=O)C21` (stereo not given) in Shn3 inh set2 reads 5
`COc1ccc(CCC(=O)Nc2cc(Cl)ccc2OC)cc1` in TRPM1 prom inh reads 8
`Cc1ccnc(N2C(=O)c3ccccc3C2O)c1` (stereo not given) in TWEAK-Fn14 inh reads 43

Continued.
SMILES	NR2E3 ag-1	Shn3 inh set2	NR2E3 ag-2	KKLEB cytotox	Peg3 prom inh	TRPM1 prom inh	TWEAK-Fn14 inh	iPSC survival up	HIF-2a block	CF NFkB inh	aDG glyco act
Cn1c(N)c(C(=O)COC(=O)CNC(=O)c2ccccc2Cl)c(=O)n(C)c1=O	-28	-13	2	7	-9	1	13	-0.4	-6	-20	-0.1
CCCCn1c(N)c(N(CC)C(=O)c2cc3c(s2)CCCCC3)c(=O)[nH]c1=O	-7	8	-1	-4	11	-3	5	0.0	25	0	0.0
Cc1occc1C(=O)NNC(=O)c1ccccc1[N+](=O)[O-]	25	5	0	9	-4	-9	2	0.3	-3	16	-0.1
CC1=Nn2c(nnc2-c2ccco2)SC1	7	-4	2	5	-10	4	22	-1.3	-3	-2	-0.1
O=C(OCC(=O)N1CCOCC1)c1ccc2ccccc2c1	-27	-30	2	-27	-88	-32	-12	-0.6	-110	30	-0.2
CC12CCC(C(=O)Nc3ccncc3)(CC1O)C2(C)C (stereo not given)	-24	10	3	-9	3	5	10	0.1	22	14	-0.2
O=C(COc1ccc(-c2nnco2)cc1)N1CCN(S(=O)(=O)c2ccc3ccccc3c2)CC1	16	15	-2	4	14	10	-5	-2.1	1	2	-0.1
O=C(CNS(=O)(=O)c1ccc(Br)cc1)NCc1cccnc1	-28	-34	0	-2	19	7	-1	-0.5	10	14	0.0
O=S1(=O)CC(N2CCN(c3ncccn3)CC2)CN1Cc1ccc(F)cc1 (stereo not given)	2	12	nt	5	17	nt	17	-1.1	15	1	0.0
COc1nc(C)ccc1-c1noc(-c2ccco2)n1	-119	-56	1	-5	-197	-24	42	-2.7	-165	0	-0.1

High-throughput results: PubChem, several laboratories
